Screening results: PubChem BioAssay, The Scripps Research Institute Molecular Screening Center
GPR151 activ – human GPR151 activation; activation, % at 11.2 µM; Q8TDV0; hit rate 1% among 650,000; PathHunter beta-arrestin GPR151 cells, luminescence; in the data active = activation above about 4.9%;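 note: 0% = median of compound wells and 100% = cells with positive control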
Target sequence (Q8TDV0 whole entry, looked up): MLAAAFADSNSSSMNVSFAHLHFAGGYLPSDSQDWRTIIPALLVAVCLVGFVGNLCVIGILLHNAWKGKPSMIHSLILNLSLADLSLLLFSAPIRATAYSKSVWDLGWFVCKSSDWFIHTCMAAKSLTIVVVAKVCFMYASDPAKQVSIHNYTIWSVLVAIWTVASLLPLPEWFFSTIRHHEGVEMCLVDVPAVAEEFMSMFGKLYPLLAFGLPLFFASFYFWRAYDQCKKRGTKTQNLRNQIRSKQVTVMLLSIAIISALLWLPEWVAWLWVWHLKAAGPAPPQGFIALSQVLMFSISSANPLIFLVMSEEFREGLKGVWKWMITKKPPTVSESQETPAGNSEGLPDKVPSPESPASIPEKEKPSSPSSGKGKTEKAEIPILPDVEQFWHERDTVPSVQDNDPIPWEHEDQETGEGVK
TEAD-YAP block – TEAD-YAP interaction inhibition | HEK-TIYL cells, TEAD-Gal4/YAP UAS-luciferase luminescence | inhibition, % at 9.12 µM | hit rate 1.4% among 640,000 | AID 1259422; in the data active = inhibition above about 32%;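 note: 0% = median of test compound wells and 100% = reference inhibitor wells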
FBW7 act – human FBW7 E3 ligase activation, primary screen. hit rate 0.13% among 650,000. normalized activity (activation), % at 26.1 µM. Q969H0. AlphaScreen FBW7–phospho-cyclin E peptide binding, activator screen. AID 1259310; in the data active = normalized activity above about 1.9%;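 note: purified mutant Fbw7 with reduced substrate affinity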
MITF inh – blocks human microphthalmia-associated transcription factor. AlphaScreen MITF homodimerization, bead proximity signal. O75030. AID 1259374. inhibition, % at 2.6 µM. hit rate 0.91% among 650,000; in the data active = inhibition above about 50%;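 note: 0% = vehicle wells with protein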
Target sequence (O75030 whole entry, looked up): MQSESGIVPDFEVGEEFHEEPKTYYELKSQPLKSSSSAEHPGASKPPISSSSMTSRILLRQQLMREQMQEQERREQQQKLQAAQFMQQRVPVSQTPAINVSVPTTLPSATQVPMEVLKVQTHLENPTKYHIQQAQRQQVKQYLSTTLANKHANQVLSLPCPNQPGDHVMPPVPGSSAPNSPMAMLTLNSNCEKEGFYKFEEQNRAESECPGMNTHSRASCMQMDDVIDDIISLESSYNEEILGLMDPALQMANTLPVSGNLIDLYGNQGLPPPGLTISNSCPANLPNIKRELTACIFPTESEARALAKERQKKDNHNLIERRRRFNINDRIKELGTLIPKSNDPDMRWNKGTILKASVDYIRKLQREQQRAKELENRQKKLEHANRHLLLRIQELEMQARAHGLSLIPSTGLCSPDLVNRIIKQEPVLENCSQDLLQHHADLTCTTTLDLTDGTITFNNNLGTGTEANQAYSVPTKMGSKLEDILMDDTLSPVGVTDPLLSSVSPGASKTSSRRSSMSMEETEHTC
Active calls of the source: *.

Screens in order – GPR151 activ	FBW7 act	TEAD-YAP block	MITF inh
1: Cc1nc2ccccn2c1C(=O)Nc1cc(Cl)cc(Cl)c1
 : 1.1	-0.3	2.8	12.8
2: O=C1CSC(c2ccc(Cl)cc2Cl)N1c1ccc(Cl)c(Cl)c1 (centres undefined)
 : -1.3	0.2	1.0	19.0
3: CCC(C(=O)NCCCN(CC)CC)n1c2ccccc2c2nc(=O)cc(C)n21 (centres undefined)
 : 2.8	0.0	-5.3	-1.6
4: COc1cn(C)c(C(=O)Nc2nc3ccc(Cl)cc3s2)cc1=O
 : -2.2	0.0	-10.6	-3.1
5: CC(=O)Nc1ccc(SCC(=O)NC(C)C23CC4CC(CC(C4)C2)C3)cc1 (centres undefined)
 : 0.0	0.0	4.6	3.4
6: O=C(Nc1cccnc1)N1CCOCC1
 : 1.5	0.3	11.0	4.2
7: O=C(NCCN1Cc2ccccc2OC(c2ccsc2)C1)c1csnn1 (centres undefined)
 : 2.7	-0.1	10.0	19.4
8: COc1cc(/C=C2\SC(N3CCCC(C)C3)=NC2=O)ccc1O (centres undefined)
 : 0.9	-0.1	56.5*	1.7
9: CCC(C)(C)NC(=O)CCN1C(=O)c2cccc([N+](=O)[O-])c2C1=O
 : -0.2	-0.1	16.1	7.8
10: Cc1cccc(C(=O)Nc2c3c(nn2-c2ccc(F)cc2)CS(=O)(=O)C3)c1
 : 2.1	-0.3	-1.4	-6.1
11: CN(C)c1ccc(-c2nc3c(=O)n(C)c4ccccc4c3o2)cc1
 : -0.3	0.0	-8.9	-9.4
12: O=C(COC(=O)c1cc(I)ccc1O)c1ccc([N+](=O)[O-])cc1
 : 0.0	-0.1	1.0	16.6
13: CN1CCc2c(OCC(=O)Nc3ccc(F)cc3)cccc2C1=O
 : 0.3	-0.1	1.8	-3.2
14: O=C(N1CCC(n2cnc3cc(F)ccc32)CC1)C12CC3CC(CC(C3)C1)C2
 : 1.0	0.0	8.4	8.0
15: COc1ccc(-c2nc(=S)c3c(n2CCN2CCOCC2)CC(C)(C)OC3)cc1
 : 1.0	0.0	-0.6	-11.7
16: COc1nc(N)nc(C/C(=N/Nc2ccc(Br)cc2)C2CC2)n1
 : 1.0	0.0	-14.2	-4.8
17: Cc1ccc(OCC(=O)N/N=C\c2ccc(O)c([N+](=O)[O-])c2)cc1
 : -0.3	0.2	-8.9	-14.7
18: C=CCn1c(CNC(=O)c2ccco2)nnc1SCC(=O)Nc1cccc(F)c1
 : 7.3*	0.0	2.2	2.6
19: Cn1c(=NC(=O)C2CC2)sc2cc(S(C)(=O)=O)ccc21
 : 3.8	0.1	-3.8	2.3
20: Fc1ccc(-c2cn3nc4c(nc3n2)CCCC4)cc1
 : -9.6	-0.1	40.0*	3.5

Arranged by molar mass (smallest number first): some entries from above
Screens in order – GPR151 activ	FBW7 act	TEAD-YAP block	MITF inh
8: COc1cc(/C=C2\SC(N3CCCC(C)C3)=NC2=O)ccc1O (centres undefined)
 : 0.9	-0.1	56.5*	1.7
2: O=C1CSC(c2ccc(Cl)cc2Cl)N1c1ccc(Cl)c(Cl)c1 (centres undefined)
 : -1.3	0.2	1.0	19.0
15: COc1ccc(-c2nc(=S)c3c(n2CCN2CCOCC2)CC(C)(C)OC3)cc1
 : 1.0	0.0	-0.6	-11.7

The main list resumes with the 2 entries that preceded the break.
Screens in order – GPR151 activ	FBW7 act	TEAD-YAP block	MITF inh
19: Cn1c(=NC(=O)C2CC2)sc2cc(S(C)(=O)=O)ccc21
 : 3.8	0.1	-3.8	2.3
20: Fc1ccc(-c2cn3nc4c(nc3n2)CCCC4)cc1
 : -9.6	-0.1	40.0*	3.5
21: CC(=O)Nc1cc(OCCCl)c(OCCCl)cc1[N+](=O)[O-]
 : 0.6	-0.3	0.6	-9.4
22: O=[N+]([O-])c1ccccc1N/N=C1\CCc2ccccc21
 : -2.1	0.0	-13.2	17.1
23: O=C(c1ccc(Cl)cc1)c1ccc(NC(=O)c2cc(Br)cc(Br)c2O)cc1Cl
 : -1.7	0.0	-4.9	-2.9
24: COc1ccc(N(C)C(=O)c2ccc3c(c2NCCO)C(=O)c2ccccc2C3=O)cc1
 : -0.1	-0.5	11.3	34.4
25: COc1ccc(S(=O)(=O)N2CCn3c(nc4ccccc43)C2)cc1OC
 : -0.8	0.0	-4.5	-9.2
26: CCOC(=O)c1c(NC(=O)CN2CCN(CC)C(=O)C2=O)sc2c1CCCC2
 : 0.0	1.1	44.5*	11.3
27: Cc1cc(C)c(C2C(C#N)=C(N)Oc3n[nH]c(C)c32)cc1COc1ccc(F)cc1 (centres undefined)
 : 0.3	0.0	0.3	6.1
28: COc1ccc2oc(=Nc3ccccc3F)c(-c3nc4ccccc4[nH]3)cc2c1
 : 1.4	0.0	-67.2	9.4
29: COc1cccc(Cn2c(C)c(CNC3CCCCC3)c(C(=O)O)c2C)c1
 : 1.0	0.3	-7.4	-0.2
30: CC(=O)Nc1ccccc1C(=O)C(=O)NC1CCCC1
 : -0.7	-0.1	7.1	-6.2
31: O=C(CN1C(=O)COc2ccc(S(=O)(=O)N3CCCC3)cc21)NCc1ccco1
 : -0.2	0.0	0.8	-12.5
32: COc1ccc(-c2cn3cc([N+](=O)[O-])ccc3n2)cc1OC
 : -2.8	0.5	-26.7	8.4
33: O=C(Nc1nc2c(s1)CSc1ccccc1-2)c1cc2ccccc2o1
 : -2.2	-0.1	2.0	-13.1
34: O=C(Nc1cccc(NC(=O)c2cc([N+](=O)[O-])ccc2Br)c1)c1cccc(Cl)c1
 : -1.1	-0.1	15.4	-1.0
35: N#CCSc1nc2ccsc2c(=O)n1C1CCCCC1
 : 2.1	0.1	-35.2	-1.7
36: Cc1[nH]n(-c2ccc([N+](=O)[O-])cc2)c(=O)c1C=NCCN1CCN(C(=O)/C=C/c2ccccc2)CC1
 : -9.7	0.5	13.1	5.7
37: CCOc1ccc(S(=O)(=O)Nc2ccc3c(c2)CCC(=O)N3C)cc1
 : -0.4	-0.1	9.9	9.5
38: O=c1cc(-c2ccccc2)[nH]c2ccccc12
 : 0.6	-0.1	46.3*	-4.1
39: CCOc1ccc(N(/C(N)=N/c2nc(C)cc(C)n2)S(=O)(=O)c2ccccc2)cc1
 : 2.0	-0.1	-0.6	1.7
40: O=C(NC1CCCCCC1)c1ccc2nc3cc(Cl)ccc3c(=O)n2c1
 : -0.1	0.1	-2.5	-12.1

Values in list order from the entries so far:
Compounds 26 to 33 in MITF inh, in turn: 11.3, 6.1, 9.4, -0.2, -6.2, -12.5, 8.4, -13.1
Compounds 26 to 33 in GPR151 activ, in turn: 0.0, 0.3, 1.4, 1.0, -0.7, -0.2, -2.8, -2.2

More compounds
Screens in order – GPR151 activ	FBW7 act	TEAD-YAP block	MITF inh
41: Cc1c(C(=O)OCC(=O)Nc2ncc(C(F)(F)F)cc2Cl)cccc1[N+](=O)[O-]
 : 0.4	0.1	6.8	2.0
42: COc1ccc(C2Oc3ccc(Cl)cc3C3CC(c4ccc(F)cc4)=NN32)cc1 (centres undefined)
 : -1.7	0.3	-38.1	-13.6
43: COc1cc(C(=O)N2CC(=O)Nc3ccc(Cl)cc3C2c2ccccc2)cc(OC)c1OC (centres undefined)
 : -0.5	0.1	9.4	11.2
44: CC(=O)NC(=O)c1cc2c(ccc3ccccc32)oc1=Nc1ccccc1
 : -0.1	0.0	-0.2	5.1
45: CCOc1cccc2cc(C(N)=O)c(=Nc3cccc(C)c3)oc12
 : -0.6	-0.1	-19.0	-9.9
46: COc1cccc(/C=C2/C=C(c3ccc(OC)c(OC)c3)OC2=O)c1
 : 0.4	0.2	4.8	3.4
47: CCCc1ccc(OCC(=O)Nc2ccccc2C(C)C)cc1
 : -0.3	-0.1	-3.5	2.5
48: Fc1ccc(-c2cnc3ccc(NCCCN4CCOCC4)nn23)cc1Cl
 : 4.2	0.5	-12.0	4.1
49: COc1cccc(C(=O)NC(=S)Nc2ccccc2N2CCOCC2)c1
 : -1.3	0.0	7.5	24.3
50: O=C(CSc1nc2ccc(N3C(=O)c4ccccc4C3=O)cc2s1)Nc1cccc([N+](=O)[O-])c1
 : 0.6	-0.1	-9.6	0.3
51: CCOC(=O)c1c(C)oc2ccc(N(C(=O)c3ccc(Cl)cc3)S(=O)(=O)c3cccc([N+](=O)[O-])c3)cc12
 : -0.1	-0.1	2.6	3.9
52: CN(C)/C=C/C(=O)c1cc(F)cc(C(F)(F)F)c1
 : -2.0	0.2	8.4	10.2
53: CC(C)(C)c1cc(Cl)ccc1OCCCn1ccnc1
 : -0.8	-0.2	-13.1	44.2
54: COc1cc(/C=c2\sc3ncnn3c2=O)cc(OC)c1OC
 : 0.9	0.1	0.3	-4.1
55: COc1ccc(NC(=O)C2=C(C)NC(=S)NC2c2cccc(Br)c2)c(OC)c1 (centres undefined)
 : -0.7	0.1	-2.2	16.9
56: COc1ccc(CCNC(=O)C(=O)Nc2ccc(Br)cc2)cc1OC
 : -1.2	0.2	-2.4	10.4
57: O=C(CSc1nc2ccccc2s1)OCc1cc([N+](=O)[O-])cc2c1OCOC2
 : -2.4	-0.1	3.8	-6.6
58: CN1CCN(C(=O)CNC(=O)Cn2cnc3sc4c(c3c2=O)CCCC4)CC1
 : 0.6	-0.1	11.2	-3.8
59: Cc1ccc(CN2C(=O)NC3(CCN(C(=O)Nc4ccccc4Cl)CC3)C2=O)cc1
 : 0.5	-0.1	10.6	2.9
60: CC(=O)Nc1ccc(NC(=O)CSc2nnc3c(n2)[nH]c2ccc(F)cc23)cc1
 : 2.3	0.2	-5.1	1.7
61: NC(=O)C1CCN(C(=O)CN(c2ccc(F)cc2)S(=O)(=O)c2ccccc2)CC1
 : 2.5	0.3	2.7	19.0
62: Cc1cccc(NC(=O)c2cc3ccccc3o/c2=N\c2sc3c(c2C#N)CCCC3)c1
 : 0.5	-0.1	-7.0	11.2
63: NC(=O)c1c(NC(=S)NC(=O)c2ccco2)sc2c1CCCC2
 : -1.8	0.1	-21.6	7.5
64: CCNC(=O)CC1C(=O)N(c2ccc(C)cc2)C(=O)N1Cc1cccs1 (centres undefined)
 : -1.4	0.7	-2.8	9.7
65: COc1cccc(Oc2nc(N)[nH]c(=O)c2I)c1
 : 0.7	0.0	0.0	5.0
66: CC1CCN(S(=O)(=O)c2ccc(-c3nnc(SCc4cccnc4)o3)cc2)CC1
 : -0.3	-0.2	-2.5	1.6
67: CCN(CC)S(=O)(=O)c1ccc(Cl)c(C(=O)Nc2ccc(Cl)cn2)c1
 : -0.5	0.1	4.0	-3.1
68: CC(C)(C)C(=O)[C@H]1[C@H](c2ccccc2)C(C#N)(C#N)[C@@H]2c3ccccc3C=CN21
 : 1.1	-0.1	-1.8	-1.5
69: O=C(Nc1ccc(F)c(F)c1F)c1cc(=O)[nH]c2ccccc12
 : 1.0	0.1	4.7	13.9
70: CC1CCCCN1S(=O)(=O)c1ccc(F)c(C(=O)Nc2ccc(F)c(F)c2)c1 (centres undefined)
 : -0.6	0.1	-11.9	-4.4
71: O=C(Oc1coc(CSc2ncccn2)cc1=O)c1c(F)cccc1F
 : 1.3	0.0	2.6	10.3
72: COc1ccc(C2CC(=O)C3=C(C2)NC(C)=C(C(=O)OC2CCCC2)C3c2cccc([N+](=O)[O-])c2)cc1 (centres undefined)
 : -0.2	-0.3	8.1	-4.5
73: COc1ccc(-c2cc3c(C)cccn3c2C)cc1OC
 : 0.6	1.0	-1.8	22.4
74: O=C(O)C1Cc2c([nH]c3ccccc23)C(c2ccccc2F)N1 (centres undefined)
 : 0.2	0.2	5.2	10.5
75: CCOC(=O)/C=C(\C)Nc1cc([N+](=O)[O-])ccc1OC
 : 0.6	-0.2	-6.4	3.3
76: Clc1cccc(-n2nnnc2C(c2ccccc2)N2CCCCC2)c1 (centres undefined)
 : 0.5	0.0	2.7	3.6
77: Cc1cccc(C(=O)Nc2sc3c(c2C(=O)NCc2ccco2)CCCC3)c1
 : 0.1	0.0	1.0	4.1
78: CCCOc1ccccc1C1NC(=S)NC(C)=C1C(=O)OC1CCCC(C)C1 (centres undefined)
 : 0.1	-0.1	2.7	-2.9
79: Cc1cccc2ccc(/C=C/c3ccc(N(C)C)cc3)[n+](C)c12
 : 1.0	-0.6	92.8*	26.9

Quoted from above: compounds 66–68
Screens in order – GPR151 activ	FBW7 act	TEAD-YAP block	MITF inh
66: CC1CCN(S(=O)(=O)c2ccc(-c3nnc(SCc4cccnc4)o3)cc2)CC1
 : -0.3	-0.2	-2.5	1.6
67: CCN(CC)S(=O)(=O)c1ccc(Cl)c(C(=O)Nc2ccc(Cl)cn2)c1
 : -0.5	0.1	4.0	-3.1
68: CC(C)(C)C(=O)[C@H]1[C@H](c2ccccc2)C(C#N)(C#N)[C@@H]2c3ccccc3C=CN21
 : 1.1	-0.1	-1.8	-1.5
